# GSIS activator – GLuc luminescence reporter in INS-1E cells, primary screen for activators of glucose-dependent secretion of insulin; INS-1E GLuc reporter insulin secretion, 2-3 h; activation, % at 16.6 µM; actives 0.61% (n = 370,000); AID 743287, 2014;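 active means lowest replicate activation of at least 40%, so every replicate reaches that level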;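 further: 0% = median of neutral control wells and 100% = median of IBMX positive control wells; some compounds called inactive have numbers as strong as hits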
# RAD52 anneal inh – RAD52 DNA annealing inhibitors, primary screen, biochemical, FRET, single point, set 2; recombinant RAD52 DNA annealing, FRET fluorescence; inhibition, % at 18.7 µM; actives 0.46% (n = 360,000); AID 651710, 2012;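 active means every replicate showing at least 50% inhibition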
# Target sequence (P43351 whole entry, looked up): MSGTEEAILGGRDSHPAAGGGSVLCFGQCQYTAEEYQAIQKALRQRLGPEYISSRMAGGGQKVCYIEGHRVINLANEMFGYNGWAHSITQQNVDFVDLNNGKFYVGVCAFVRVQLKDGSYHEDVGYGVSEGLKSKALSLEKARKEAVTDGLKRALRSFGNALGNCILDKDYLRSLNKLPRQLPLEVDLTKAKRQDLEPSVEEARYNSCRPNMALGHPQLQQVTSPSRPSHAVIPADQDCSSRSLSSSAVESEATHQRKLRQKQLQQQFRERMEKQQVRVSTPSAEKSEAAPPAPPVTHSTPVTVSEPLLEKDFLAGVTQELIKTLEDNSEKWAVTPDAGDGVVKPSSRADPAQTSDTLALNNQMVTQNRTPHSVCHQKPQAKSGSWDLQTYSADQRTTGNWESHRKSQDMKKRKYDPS
# ERAP1 HTS inh – human ERAP1 aminopeptidase inhibitors, primary screen, biochemical, single point, plate reader; inhibition, % at 10.7 µM; Endoplasmic reticulum aminopeptidase 1 (Homo sapiens), Q9NZ08; recombinant ERAP1, Leu-AMC fluorescence, 60 min; actives 0.15% (n = 340,000);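 active means mean replicate inhibition of at least 30%, or all replicates individually reaching that 30% level; inactive means mean below 30% and not every replicate reaching it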;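 further: 0% = neutral control wells and 100% = L-leucinethiol positive control wells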
# esBAF inh – Bmi1 luciferase reporter increase in mESCs, primary screen, esBAF inhibitor project, mouse ES cells, Bmi1 luciferase knock-in, single point | actives 2% (n = 350,000) | AID 602393, 2012 | 24 h; 100% = twice the neutral-well signal | reporter increase, % at 12.5 µM; in the data active means activation above about 40%;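 further: 0% = median of the plate's neutral control wells and 100% = double that signal; a rise in the Bmi1 reporter signal indicates esBAF inhibition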
# CFTR F508del cor – F508del CFTR correction, initial screen, CFBE line, single point | AID 720511, 2013 | activity (quench increase), % at 7.58 µM | actives 0.36% (n = 350,000) | CFBE cells, YFP halide quenching; stimulated with forskolin plus potentiator P3; % fluorescence drop versus neutral controls;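 active means mean added fluorescence quench of at least 8% versus neutral control, with both replicates also reaching 8%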;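 further: cells transiently co-express mutant CFTR-F508del with the halide-sensitive YFP; corrector assay measuring rescue of mutant channel to the surface after 24 h compound exposure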
# RAD54 branch – inhibitors of human RAD54 branch migration, primary screen, biochemical, fluorescence, single point; DNA repair and recombination protein RAD54-like (Homo sapiens), Q92698; RAD54 Holliday junction branch migration, FAM/BHQ fluorescence; inhibition, % at 10.4 µM; actives 0.14% (n = 360,000);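 active means mean normalized replicate activity at least 40 and at least half of replicates scoring 40 or more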;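 further: 0% = median of neutral control wells and 100% = median of positive control wells; inhibitors cause a drop in the FAM fluorescence signal; in these data hits start at about 50%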
# ARNT TACC3 PPI – disruptors of ARNT/TACC3 protein interaction, primary screen, biochemical, AlphaScreen, single concentration | Transforming acidic coiled-coil-containing protein 3 (Homo sapiens), Q9Y6A5 | AlphaScreen His-ARNT PAS-B/GST-TACC3 binding, luminescence; TACC3 fragment carries E629A point mutation | inhibition, % at 9.99 µM | actives 0.66% (n = 390,000) | AID 623870, 2012;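 active means mean inhibition of replicates at least 50% and at least half of replicates each reaching 50%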;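 further: 0% = complete ARNT plus TACC3 wells and 100% = ARNT alone without TACC3; many hits fall short of the cut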
# XiGFP reactiv – activators of inactive X chromosome reactivation, primary screen, imaging, XiGFP fibroblasts, GFP high-content imaging, set 2; actives 0.055% (n = 360,000); XiGFP mouse fibroblasts, % GFP-positive cells imaging, 3 d; cells co-treated with 5-aza-dC sensitizer; scaled so ellipticine positive control = 100%; activation, % at 7.58 µM; AID 743238, 2013;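 active means mean normalized replicate activation at least 10% and every replicate at or above 10%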;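 further: 0% = median of on-plate neutral control wells and 100% = ellipticine 6 µM median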
#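 System: SV40-immortalized XiGFP fibroblast cells, line 68-5-11 / Incubation: 3-day compound exposure, then 15 min fixation at room temperature / Compound: single concentration per compound, delivered by pin transfer / Buffer or medium: DMEM plus 5-aza-dC sensitizer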
# Starred values were filed as active, the others as inactive; x = not tested or not shown.
SMILES,GSIS activator,RAD52 anneal inh,ERAP1 HTS inh,esBAF inh,CFTR F508del cor,RAD54 branch,ARNT TACC3 PPI,XiGFP reactiv
Cc1ccc(-c2ccc3c(c2)O[C@@H](CN(C)Cc2ccc(C(=O)O)cc2)[C@@H](C)CN([C@@H](C)CO)S3(=O)=O)cc1,26,14,-2,1,4.7,3,2,-0.6
O=C(NC1CCCCC1)c1cc(S(=O)(=O)N2CCCC2)ccc1Cl,11,1,4,-8,1.8,-11,-4,0.1
C[C@H](CO)N1C[C@H](C)[C@H](CN(C)C(=O)Nc2ccc(C(F)(F)F)cc2)Oc2ccc(NC(=O)Nc3cccc4ccccc34)cc2CC1=O,-15,-1,1,1,2.8,0,0,-0.8
COc1ccc(/C(C)=N/Nc2cccc(C(=O)O)c2)cc1OC,6,-26,7,53*,1.1,-8,-3,0.0
Cc1onc(-c2ccccc2)c1C(=O)Nc1nnc(N2CCCCCC2)s1,-6,-25,x,0,1.7,-1,-3,0.1
COC(=O)C[C@@H]1CC[C@@H](NS(=O)(=O)c2cccc(OC)c2)[C@@H](CO)O1,22,-6,1,x,0.6,x,x,-0.1
Nc1ccc(Sc2ccccc2)nc1,-9,-25,-1,x,-1.3,x,3,0.2
CCOc1ccc(NC(=O)CSc2nnc(Cc3ccccc3)c(=O)n2N)cc1,-13,-1,-1,-7,2.1,-6,-7,0.5
O=[N+]([O-])c1ccc(Sc2ccccc2)nc1,8,-17,-1,-7,0.6,-1,-3,0.0
CCN(c1ccccc1)S(=O)(=O)c1ccc(C(=O)NCCCn2ccnc2)cc1,-8,-8,-3,0,-1.6,1,7,0.0
COc1ccc(Nc2nc(-c3cccs3)nc3ccccc23)cc1S(=O)(=O)N1CCOCC1,16,-14,-4,3,-2.3,-5,18,-0.1
COc1cc(/C=N/NC(=O)c2cccc(S(=O)(=O)N3CCCC3)c2)cc(OC)c1O,8,-11,0,-5,-3.2,x,1,0.0
CC1CN(C(=O)Nc2ccc(Br)cc2Cl)CC(C)O1 (stereo unspecified),23,-7,3,x,-1.1,x,-2,-1.0
COc1ccc(N2CCN(C(=O)Cn3cnc4c3c(=O)n(C)c(=O)n4C)CC2)cc1,10,-15,11,x,0.6,x,-1,0.0
Cc1ccc(C)c(NC(=O)NCCN2CCCCC2)c1,17,-21,-2,-5,1.0,2,22,0.0
CC(C)C(=O)Nc1cccc(C(=O)Nc2ccc(S(=O)(=O)N3CCOCC3)cc2)c1,-11,-5,-1,22,1.7,-2,-2,-0.1
Cc1cc2nc(/C=C/c3cccnc3)[nH]c2cc1C,17,-12,-36,8,2.1,-5,5,0.4
Cc1ccc(NC(=O)N2C3CCCC2CC(NC(=O)C2CC2)C3)cc1 (stereo unspecified),-4,-21,1,1,-1.2,4,-6,0.0
Cc1ccc(CN2C(=O)C(=O)N(CC(N)=O)C2=O)cc1,-2,-1,1,2,-1.8,4,3,-0.1
C[C@H](CO)N1C[C@H](C)[C@H](CN(C)Cc2ccc(-c3ccccc3)cc2)Oc2c(NC(=O)Nc3cccc4ccccc34)cccc2C1=O,-8,x,x,2,0.7,x,x,-0.1
COc1ccccc1CNC(=O)Cn1cc([N+](=O)[O-])ccc1=O,4,-18,3,x,-0.4,2,-8,0.4
COc1ccc2c3c([nH]c2c1)[C@H](CO)N(C(=O)CC1CC1)CC31CCN(C(=O)CC2CC2)CC1,6,-4,0,x,1.3,x,x,0.2
Cc1noc(C)c1NC(=O)Nc1cccc2c1O[C@@H](CN(C)Cc1ccccc1)[C@@H](C)CN([C@H](C)CO)C2=O,3,7,3,0,4.3,0,-4,-0.8
O=C(NC1CCCCC1)[C@@H]1[C@@H](CO)[C@@H]2Cn3c(cccc3=O)[C@H]1N2CC1CCCC1,11,-1,-8,x,1.5,x,x,0.0
CCN(CC)S(=O)(=O)c1ccc(NC2CCN(Cc3ccccc3)CC2)nc1,-18,-45,-3,-4,0.1,-1,3,-0.1
Cc1ccc([N+](=O)[O-])cc1NC(=O)C1CCCC1,11,-2,-4,-9,3.0,-7,-5,0.0
CN1CCN(c2ccc(NC(=O)c3ccc4c(c3)OCCO4)cc2Cl)CC1,11,13,-5,x,0.2,x,5,0.1
CC(C)CC#Cc1ccc2c(c1)O[C@@H](CN(C)Cc1cncnc1)[C@H](C)CN([C@@H](C)CO)S2(=O)=O,-25,4,1,5,-0.3,-10,15,-0.6
CC1CCC/C(=C\Nc2ccc(C(=O)O)c(O)c2)C1=O (stereo unspecified),7,-32,x,x,-0.8,x,-19,0.2
Cc1ccc(/C=N/NC(=O)CSc2nc3ccccc3[nH]2)o1,-3,6,3,13,1.7,2,4,0.0
CC(C)NC(=O)Nc1ccc2c(c1)C(=O)N([C@@H](C)CO)C[C@@H](C)[C@H](CN(C)C(=O)Nc1ccc3c(c1)OCO3)O2,6,5,2,-2,-2.1,0,-5,0.3
C[C@H]1CN([C@@H](C)CO)C(=O)Cc2cc(NS(C)(=O)=O)ccc2O[C@@H]1CN(C)C(=O)Nc1ccc(F)cc1,3,-3,1,-6,0.6,-4,-7,-0.3
CC(C)Cc1nnc(NC(=O)CCC(=O)N2CCN(c3ccccc3)CC2)s1,-3,-15,0,-3,3.4,0,-7,0.1
CCNC(=S)N(Cc1cc2c(C)ccc(C)c2[nH]c1=O)C1CCCC1,5,-8,0,x,2.7,x,-1,0.0
CN(C)/C=C/C(=O)c1ccncc1,-2,-3,-2,-4,-2.2,-12,-5,0.2
C[C@@H]1CCCCO[C@@H](CN(C)Cc2ccc(C(=O)O)cc2)[C@H](C)CN([C@H](C)CO)C(=O)c2cc(NS(=O)(=O)c3ccc(Cl)cc3)ccc2O1,-1,-3,-9,3,-0.1,0,-3,-0.1
Cc1nc2cc(NS(=O)(=O)c3cccc4cccnc34)ccc2s1,x,-3,-1,5,3.1,2,6,0.0
Cc1ccc(NC(=O)CSc2ncn[nH]2)c([N+](=O)[O-])c1,-8,-12,2,5,-12,-11,-2,0.0
C[C@@H]1CN([C@H](C)CO)S(=O)(=O)c2ccc(C#Cc3ccccc3)cc2O[C@@H]1CN(C)C(=O)Nc1ccc2c(c1)OCO2,-7,-1,1,-9,-0.8,7,-3,0.3
C[C@H]1CCCCO[C@@H](CN(C)C(=O)Nc2ccc3c(c2)OCO3)[C@@H](C)CN([C@@H](C)CO)C(=O)c2cc(NC(=O)c3ccncc3)ccc2O1,5,9,1,-2,-1.2,-2,-1,0.1

# 4 records picked at random from the list so far, as already listed:
SMILES,GSIS activator,RAD52 anneal inh,ERAP1 HTS inh,esBAF inh,CFTR F508del cor,RAD54 branch,ARNT TACC3 PPI,XiGFP reactiv
CC(C)Cc1nnc(NC(=O)CCC(=O)N2CCN(c3ccccc3)CC2)s1,-3,-15,0,-3,3.4,0,-7,0.1
CC(C)NC(=O)Nc1ccc2c(c1)C(=O)N([C@@H](C)CO)C[C@@H](C)[C@H](CN(C)C(=O)Nc1ccc3c(c1)OCO3)O2,6,5,2,-2,-2.1,0,-5,0.3
C[C@@H]1CN([C@H](C)CO)S(=O)(=O)c2ccc(C#Cc3ccccc3)cc2O[C@@H]1CN(C)C(=O)Nc1ccc2c(c1)OCO2,-7,-1,1,-9,-0.8,7,-3,0.3
CN(C)/C=C/C(=O)c1ccncc1,-2,-3,-2,-4,-2.2,-12,-5,0.2

# Following part.
SMILES,GSIS activator,RAD52 anneal inh,ERAP1 HTS inh,esBAF inh,CFTR F508del cor,RAD54 branch,ARNT TACC3 PPI,XiGFP reactiv
O=C(C[C@@H]1CC[C@@H]2NC[C@H](O)COC[C@H]2O1)NCc1ccc(Oc2ccccc2)cc1,5,16,1,1,-1.3,3,8,0.1
Cc1nnc(NC(=O)c2cccc(S(=O)(=O)N3CCN(C)CC3)c2)s1,1,-2,17,4,-1.4,-5,0,-0.1
O=C(CSc1ccccc1)NC1CC1,-11,-19,1,8,4.0,-8,x,-0.2
O=C1NCCCc2nonc21,1,-21,4,-1,-3.5,-6,-1,x
COc1ccc(S(=O)(=O)N2CC[C@@H]3[C@H]2c2cc(-c4ccccc4F)ccc2N(C)[C@H]3CO)cc1,-35,x,x,8,1.4,10,-9,0.0
COc1cccc(CNC(=O)C2CCCN(c3nc4ccccc4o3)C2)c1 (stereo unspecified),8,-8,2,-11,-0.2,13,-25,x
N#Cc1ccccc1S(=O)(=O)N1CCN(C(=O)c2cc3c(s2)CCC3)CC1,-2,-11,0,10,-4.0,4,0,0.0
Cc1ccc(S(=O)(=O)N[C@H]2CC[C@@H](CCNC(=O)CN3CCOCC3)O[C@H]2CO)cc1,8,-3,-3,4,-0.9,6,-12,0.1
COCCSc1ccccc1C(=O)N1CCOCC1,21,x,x,-3,x,-1,-9,x
Cc1nc2sc(C(N)=O)c(N)c2c2c1CCCC2,3,-11,-3,x,-3.7,x,0,0.6
COc1ccc(Cl)cc1CN1C(=O)C(Cc2ccccc2)ON=C1C (stereo unspecified),-18,-10,1,2,1.7,-2,x,0.0
CCNC(=O)C[C@@H]1CC[C@@H]2[C@H](COC[C@H](O)CN2C(=O)c2cc(Cl)cc(Cl)c2)O1,0,-6,1,1,3.1,2,-4,0.4
CCc1nnc(SCC(=O)Nc2nc(C)c(C(=O)N(C)C)s2)n1CC,27,-16,-5,-8,-2.4,-14,-4,0.3
CCC(=O)N(C)C[C@H]1Oc2cc(C#CC(C)C)ccc2S(=O)(=O)N([C@@H](C)CO)C[C@@H]1C,14,-2,-1,-1,-3.4,0,-6,-0.2
CCC(=O)N(C)C[C@H]1Oc2cc(C#Cc3ccccc3)ccc2S(=O)(=O)N([C@@H](C)CO)C[C@@H]1C,-26,-6,3,8,-0.4,-4,0,-0.9
CC(C)NC(=O)c1onc(CSc2ccc(F)c(F)c2)c1C(=O)O,-19,-17,10,0,-0.1,-2,-4,0.1
O=C(C[C@@H]1CC[C@@H](NC(=O)CN2CCOCC2)[C@@H](CO)O1)NCCc1ccccc1,12,-8,0,2,-0.5,-4,x,0.1
COc1ccc(C(CNC(=O)CCNS(=O)(=O)c2ccc(Br)cc2)N2CCOCC2)cc1 (stereo unspecified),-15,-22,2,4,0.6,-3,5,0.0
CN1c2ccc(Br)cc2[C@H]2[C@H](CCN2C(=O)C2CC2)[C@H]1CO,-2,-9,3,-2,-1.3,-9,9,-0.1
COc1ccc2c3c(n(C)c2c1)[C@@H](CO)N(C(=O)CN(C)C)CC31CCN(Cc2nccs2)CC1,17,8,-4,x,2.1,x,x,0.3
Cc1sc2ncnc(SCC(=O)Nc3nc(-c4ccc(F)c(F)c4)cs3)c2c1C,4,0,3,x,-1.7,x,0,0.0
COc1ccc(-c2nnc(SCC(=O)c3ccc[nH]3)n2-c2ccccc2)cc1,36,x,x,28,x,6,-26,-0.1
CC(C)CN1C(=O)CN(S(C)(=O)=O)CC1(C)C(=O)NCc1ccccc1 (stereo unspecified),17,-15,0,x,-1.7,x,x,-0.3
CC1(C)NC(=O)N(CC(O)COc2ccccc2[N+](=O)[O-])C1=O (stereo unspecified),6,-5,2,x,0.9,7,x,0.0
C[C@H]1CN([C@@H](C)CO)C(=O)Cc2cc(NC(=O)Cc3cn(C)c4ccccc34)ccc2O[C@H]1CN(C)Cc1ccc(Cl)c(Cl)c1,-8,3,-1,3,1.5,0,x,0.5

# Compound activity (PubChem BioAssay)

# Rows are unselected. Share with any hit: about 3.3%.
